HCV NS3 hel inh: inhibitors of HCV NS3 helicase, primary screen, biochemical, Cy5 molecular beacon fluorescence. NS3 helicase DNA unwinding. inhibition, % at 10.9 µM. actives 0.56% (n = 290,000);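 active = inhibition above the mean of all tested compounds plus 3 SD, set per campaign, cut at about 35% in these data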;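 also: 0% = DMSO wells and 100% = thioflavine S control wells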
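Control set: DMSO versus 110 µM thioflavine S; Material: NS3 helicase fragment of HCV; Measured by: Cy5 fluorescence at 0 and 60 min, beacon hairpin quenching; Read-out basis: percent inhibition from t60/t0 fluorescence ratio; Times: reaction time 60 min, 25 °C; Repeats: single replicate; Compound dosing: single dose, 10.9 µM nominal final, DMSO 0.8% final.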
IMP-1 inh: IMP-1 metallo-beta-lactamase inhibitors, primary screen, biochemical, epi-absorbance readout, Pseudomonas aeruginosa enzyme; AID 1556, 2009; actives 0.45% (n = 290,000); inhibition, % at 5.6 µM; metallo-beta-lactamase IMP-1 (Pseudomonas aeruginosa); purified IMP-1, nitrocefin hydrolysis, epi-absorbance fluorescence;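 active = inhibition above the mean plus 3 SD of all compounds in the same screening run, cut at about 4.5% in these data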;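 also: 0% = IMP-1 with DMSO and 100% = DMSO wells lacking enzyme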
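Assay system: purified IMP-1; Quantity: IMP-1 0.2 nM before substrate addition; Medium: HEPES buffer pH 7.1 with ZnSO4 and Brij 35; Incubation: 15 min enzyme–compound preincubation, then 25 min nitrocefin reaction, 25 °C; Signal: fluorescence quenching readout, ex 480/em 530 nm; Controls: DMSO with and without IMP-1; Repeats: singlicate testing.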
IDE cell activ: human IDE activators in live cells, primary screen, fluorescence polarization, HEK cells, FAbeta-B substrate | Insulin-degrading enzyme (Homo sapiens), P14735 | FAbeta-B cleavage; 0% vehicle, 100% cell-free pure enzyme wells | activation, % at 5.96 µM | actives 0.073% (n = 340,000) | AID 493087, 2011;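 active = activation above the mean of all tested compounds plus 3 SD, set per screening campaign, cut at about 17% in these data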
M18AAP inhibitor: PfM18AAP inhibitors, malaria aminopeptidase, primary screen, biochemical, QFRET, recombinant enzyme | M18 aspartyl aminopeptidase (Plasmodium falciparum 3D7) | H-Glu-NHMec fluorogenic cleavage | inhibition, % at 7.35 µM | actives 1.2% (n = 290,000) | AID 1822, 2009;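 active = inhibition above the campaign mean inhibition over all tested compounds plus 3 SD, cut at about 28% in these data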;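 also: 0% = plate median of test compound wells and 100% = 2 mM ZnCl2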
VIM-2 inhibitor: VIM-2 metallo-beta-lactamase inhibitors, primary screen, biochemical, epi-absorbance readout, Pseudomonas aeruginosa enzyme. purified VIM-2, nitrocefin hydrolysis, epi-absorbance fluorescence. inhibition, % at 5.6 µM. actives 0.89% (n = 290,000). AID 1527, 2009;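 active = inhibition above the mean of all tested compounds plus 3 SD, cutoff set per screening run, cut at about 7.5% in these data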;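 also: red hydrolysis product quenches plate fluorescence so inhibitors raise well fluorescence; 0% = enzyme with DMSO and 100% = DMSO without enzyme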
pCIP destab: p/CIP-EGFP fusion destabilizers, primary screen, fluorescence, F442A cells. decrease of EGFP signal, % at 10 µM. Q05BA5. 16 h. actives 0.01% (n = 290,000);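 active = EGFP signal decrease of at least 30% at 10 µM or well 3 SD below plate mean, unless failing retest; inactive = the rest, including hits failing retest or dose response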; also: some compounds called inactive have numbers as strong as hits; many of its hits are not listed in these tables
UBC9 SUMO inh: inhibitors of in vitro SUMOylation cascade, primary screen, biochemical, HTRF, uHTS. SUMO-conjugating enzyme UBC9 (Homo sapiens), P63279. HTRF SUMOylation assay, SAE1/SAE2 + UBC9. inhibition, % at 35 µM. actives 0.36% (n = 290,000). AID 2006, 2009; in the data active = inhibition above about 50%, passing the limit was not always enough; also: strong numbers were not always called active
Target sequence (P63279 whole entry, looked up): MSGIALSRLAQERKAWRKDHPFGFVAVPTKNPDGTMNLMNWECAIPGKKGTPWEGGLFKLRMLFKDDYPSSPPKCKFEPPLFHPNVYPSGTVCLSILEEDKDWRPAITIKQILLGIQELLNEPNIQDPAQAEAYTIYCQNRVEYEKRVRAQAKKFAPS
DNA FID counter: compounds displacing fluorescent DNA intercalator, primary screen, artefact control for HCV NS3 helicase inhibitor project, biochemical, FID fluorescence; DNA fluorescent intercalator displacement; inhibition, % at 7.9 µM; actives 0.17% (n = 290,000); in the data active = inhibition above about 37%;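 also: 0% = vehicle and 100% = reference compound; higher means more ethidium bromide displaced from hairpin DNA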
IDE cell inh: human IDE inhibitors in live cells, primary screen, fluorescence polarization, HEK cells, FAbetaB substrate; actives 0.41% (n = 320,000); inhibition, % at 5.59 µM; FAbetaB cleavage; Insulin-degrading enzyme (Homo sapiens), P14735;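 active = percent inhibition above the average of all tested compounds plus 3 SD, set per screening campaign, cut at about 16% in these data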;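 also: IDE supplied by intact live HEK cells; FP after avidin binding of uncleaved biotin substrate so inhibition keeps polarization high; 0% = DMSO wells and 100% = 60 µM reference IDE inhibitor Ii1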
An asterisk follows results filed as active.

Results for COc1ccc(S(=O)(=O)N(CC(=O)N2CCN(c3ccccc3OC)CC2)c2ccccc2)cc1 ?
HCV NS3 hel inh: -7; IMP-1 inh: -2.4; IDE cell activ: 1; M18AAP inhibitor: 2; VIM-2 inhibitor: -3.4; pCIP destab: -1; UBC9 SUMO inh: 12; DNA FID counter: -42; IDE cell inh: 2

Results for COc1cc(OC)c(C(=O)Nc2cccnc2)cc1OC ?
HCV NS3 hel inh: 8; IMP-1 inh: -0.9; IDE cell activ: -2; M18AAP inhibitor: -6; VIM-2 inhibitor: 2.0; pCIP destab: 6; UBC9 SUMO inh: -4; DNA FID counter: -8; IDE cell inh: 5

How did COc1cc(OC)cc(C(=O)NCC(=O)Nc2ccc(C)c(Cl)c2)c1 do in these assays?
HCV NS3 hel inh: -15; IMP-1 inh: -3.1; IDE cell activ: -7; M18AAP inhibitor: 5; VIM-2 inhibitor: -0.7; pCIP destab: -15; UBC9 SUMO inh: 5; DNA FID counter: -14; IDE cell inh: 0

What do the screens show for `COc1ccc(/C(N)=N/OC(=O)c2ccc(C)c([N+](=O)[O-])c2)cc1`?
HCV NS3 hel inh: 0; IMP-1 inh: -2.9; IDE cell activ: 6; M18AAP inhibitor: 5; VIM-2 inhibitor: -1.1; pCIP destab: 2; UBC9 SUMO inh: 19; DNA FID counter: 0; IDE cell inh: 6

How did CCCn1c(=N)n(CC(O)COc2ccc(C)cc2)c2ccccc21 (stereo not given) do in these assays?
HCV NS3 hel inh: -38; IMP-1 inh: -2.6; IDE cell activ: -5; M18AAP inhibitor: -7; VIM-2 inhibitor: -1.9; pCIP destab: -22; UBC9 SUMO inh: 9; DNA FID counter: 17; IDE cell inh: 2

How did O=C(COC(=O)c1cc([N+](=O)[O-])ccc1NCCO)c1ccccc1 do in these assays?
HCV NS3 hel inh: -5; IMP-1 inh: 0.2; IDE cell activ: 0; M18AAP inhibitor: 4; VIM-2 inhibitor: -0.7; pCIP destab: -28; UBC9 SUMO inh: 8; DNA FID counter: 12; IDE cell inh: -4

How did CCOc1cc(C(=O)NC(=S)Nc2nc(C)cc(C)n2)cc(OCC)c1OCC do in these assays?
HCV NS3 hel inh: 17; IMP-1 inh: 0.3; IDE cell activ: -1; M18AAP inhibitor: 3; VIM-2 inhibitor: -2.6; pCIP destab: -1; UBC9 SUMO inh: -25; DNA FID counter: -29; IDE cell inh: 2

Results for CC(C)C(=O)OC1CCS(=O)(=O)c2sccc21 (stereo not given) ?
HCV NS3 hel inh: -8; IMP-1 inh: -2.4; IDE cell activ: -4; M18AAP inhibitor: 0; VIM-2 inhibitor: -2.1; pCIP destab: 3; UBC9 SUMO inh: 3; DNA FID counter: 0; IDE cell inh: 1

Results for COc1ccc(N(CC(=O)NCCSCc2ccco2)S(=O)(=O)c2ccc(C)cc2)cc1 ?
HCV NS3 hel inh: 4; IMP-1 inh: -1.9; IDE cell activ: 5; M18AAP inhibitor: 1; VIM-2 inhibitor: -3.0; pCIP destab: 2; UBC9 SUMO inh: -1; DNA FID counter: -26; IDE cell inh: 5

How did CN1CC(=O)N(CC(=O)Nc2ccc(N(C)C)cc2)c2ccccc2C1=O do in these assays?
HCV NS3 hel inh: 1; IMP-1 inh: 0.6; IDE cell activ: 3; M18AAP inhibitor: 9; VIM-2 inhibitor: -0.3; pCIP destab: -18; UBC9 SUMO inh: -2; DNA FID counter: 0; IDE cell inh: 3

How did CC1CCN(C2(O)C(=O)Nc3ccc([N+](=O)[O-])cc32)CC1 (stereo not given) do in these assays?
HCV NS3 hel inh: 3; IMP-1 inh: -2.2; IDE cell activ: 4; M18AAP inhibitor: -5; VIM-2 inhibitor: 0.4; pCIP destab: -18; UBC9 SUMO inh: -3; DNA FID counter: 2; IDE cell inh: -3

Results for CC(=O)Nc1ccc(S(=O)(=O)NC(C(=O)O)C(C)O)cc1 (stereo not given) ?
HCV NS3 hel inh: 7; IMP-1 inh: -1.3; IDE cell activ: 10; M18AAP inhibitor: -6; VIM-2 inhibitor: -1.6; pCIP destab: -3; UBC9 SUMO inh: 8; DNA FID counter: 2; IDE cell inh: -3

How did CCc1ccc(C(=O)NC(C(=O)NCC2CCCO2)C(C)C)cc1 (stereo not given) do in these assays?
HCV NS3 hel inh: -12; IMP-1 inh: -3.6; IDE cell activ: 0; M18AAP inhibitor: 1; VIM-2 inhibitor: -1.1; pCIP destab: 0; UBC9 SUMO inh: 28; DNA FID counter: -7; IDE cell inh: -1

What do the screens show for `CC(=O)NC(=S)Nc1ccc(NC(=O)COc2ccc(Cl)cc2)cc1`?
HCV NS3 hel inh: -6; IMP-1 inh: -0.9; IDE cell activ: 0; M18AAP inhibitor: 8; VIM-2 inhibitor: -4.1; pCIP destab: -6; UBC9 SUMO inh: 20; DNA FID counter: -13; IDE cell inh: 1

What do the screens show for `Cc1cc(C)n(CCN(C)C(=O)CCc2nnc(-c3ccc4c(c3)OCO4)o2)n1`?
HCV NS3 hel inh: 15; IMP-1 inh: -0.6; IDE cell activ: 3; M18AAP inhibitor: 0; VIM-2 inhibitor: -2.5; pCIP destab: 1; UBC9 SUMO inh: -3; DNA FID counter: -22; IDE cell inh: 4

What do the screens show for `O=c1cc(CN2CCN(c3ccccc3F)CC2)c2cc(O)c(-c3ccccc3)cc2o1`?
HCV NS3 hel inh: -5; IMP-1 inh: -1.7; IDE cell activ: 4; M18AAP inhibitor: -4; VIM-2 inhibitor: -3.6; pCIP destab: 2; UBC9 SUMO inh: 11; DNA FID counter: 1; IDE cell inh: 3

How did O=C(CCCNC(=O)/C(=C\c1ccc(F)cc1)NC(=O)c1ccccc1)OCc1ccccc1 do in these assays?
HCV NS3 hel inh: -1; IMP-1 inh: -3.4; IDE cell activ: 7; M18AAP inhibitor: -17; VIM-2 inhibitor: -1.4; pCIP destab: 2; UBC9 SUMO inh: -10; DNA FID counter: -34; IDE cell inh: 1

How did O=C(CCCCn1c(=O)c2ccccc2n(CC(=O)NC2CCCC2)c1=O)NCc1ccco1 do in these assays?
HCV NS3 hel inh: -1; IMP-1 inh: -2.8; IDE cell activ: -4; M18AAP inhibitor: 0; VIM-2 inhibitor: -3.8; pCIP destab: -22; UBC9 SUMO inh: -1; DNA FID counter: -2; IDE cell inh: 1

How did CCOC(=O)C1CCCN(C(=O)c2cc3c(-c4cccc(OC)c4)nn(C)c3s2)C1 (stereo not given) do in these assays?
HCV NS3 hel inh: -15; IMP-1 inh: -2.7; IDE cell activ: 0; M18AAP inhibitor: -7; VIM-2 inhibitor: -0.1; pCIP destab: 5; UBC9 SUMO inh: -6; DNA FID counter: -31; IDE cell inh: 1

How did O=C(N=C1SC2CS(=O)(=O)CC2N1c1ccc(F)c(Cl)c1)C1CC1 (stereo not given) do in these assays?
HCV NS3 hel inh: -2; IMP-1 inh: -1.4; IDE cell activ: -3; M18AAP inhibitor: -5; VIM-2 inhibitor: -2.5; pCIP destab: 6; DNA FID counter: 2; IDE cell inh: 3

What do the screens show for `O=C1Nc2ccccc2N(O)N1c1ccc(S(=O)(=O)N2CCOCC2)cc1`?
HCV NS3 hel inh: 3; IMP-1 inh: -2.6; IDE cell activ: 6; M18AAP inhibitor: -3; VIM-2 inhibitor: -5.8; pCIP destab: -8; UBC9 SUMO inh: 1; DNA FID counter: 4; IDE cell inh: 5

What do the screens show for `C=CCn1c(SCc2c(C(=O)OC)sc(N)c2C(=O)OC)nnc1-c1ccc(Cl)cc1`?
HCV NS3 hel inh: -2; IMP-1 inh: -1.5; IDE cell activ: 0; M18AAP inhibitor: -4; VIM-2 inhibitor: -2.2; pCIP destab: 6; UBC9 SUMO inh: -1; DNA FID counter: -27; IDE cell inh: 1

How did CCOC(=O)Cc1nnc(NCc2ccccc2)c2ccccc12 do in these assays?
HCV NS3 hel inh: 3; IMP-1 inh: -1.2; IDE cell activ: 3; M18AAP inhibitor: -3; VIM-2 inhibitor: 0.0; pCIP destab: -3; UBC9 SUMO inh: 4; DNA FID counter: -12; IDE cell inh: 2

What do the screens show for `CC(C)CN1C(=O)NC(NC(=O)c2cccnc2)(C(F)(F)F)C1=O` (stereo not given)?
HCV NS3 hel inh: 6; IMP-1 inh: -3.2; IDE cell activ: 0; M18AAP inhibitor: 2; VIM-2 inhibitor: -4.6; pCIP destab: 1; UBC9 SUMO inh: 18; DNA FID counter: -3; IDE cell inh: 2

Results for Cc1ccc(-c2cc(C(=O)N/N=C/c3c[nH]c4ccccc34)n[nH]2)o1 ?
HCV NS3 hel inh: 7; IMP-1 inh: -2.7; IDE cell activ: 4; M18AAP inhibitor: -1; VIM-2 inhibitor: -2.3; pCIP destab: 2; UBC9 SUMO inh: -23; DNA FID counter: -2; IDE cell inh: -2

How did CCOC(=O)CSc1nc2ccccc2c(=O)n1CC1CCCO1 (stereo not given) do in these assays?
HCV NS3 hel inh: -11; IMP-1 inh: -0.7; IDE cell activ: 0; M18AAP inhibitor: 6; VIM-2 inhibitor: 0.6; pCIP destab: -2; UBC9 SUMO inh: -16; DNA FID counter: -9; IDE cell inh: 3

What do the screens show for `Cc1ccc(C(C(=O)NCC2CCCO2)N(C(=O)c2snc(C(N)=O)c2N)c2ccccc2F)o1` (stereo not given)?
HCV NS3 hel inh: 24; IMP-1 inh: -3.2; IDE cell activ: -2; M18AAP inhibitor: 7; VIM-2 inhibitor: -1.8; pCIP destab: -24; UBC9 SUMO inh: 12; DNA FID counter: -40; IDE cell inh: 4

How did CCOC(=O)C1CCN(Cc2ccc(O)c(OC)c2)CC1 do in these assays?
HCV NS3 hel inh: -7; IMP-1 inh: -1.9; IDE cell activ: 8; M18AAP inhibitor: -8; VIM-2 inhibitor: -0.3; pCIP destab: -8; UBC9 SUMO inh: 2; DNA FID counter: 0; IDE cell inh: 1

How did c1ccc2oc(-c3ccc(Nc4nc(N5CCCC5)nc(N5CCOCC5)n4)cc3)nc2c1 do in these assays?
HCV NS3 hel inh: -4; IMP-1 inh: -0.8; M18AAP inhibitor: 2; VIM-2 inhibitor: -1.5; pCIP destab: -17; UBC9 SUMO inh: 9; DNA FID counter: -2; IDE cell inh: 3

How did O=C(c1cc2ccc([N+](=O)[O-])cc2oc1=O)N1CCOCC1 do in these assays?
HCV NS3 hel inh: -5; IMP-1 inh: -1.8; IDE cell activ: -1; M18AAP inhibitor: 4; VIM-2 inhibitor: -1.9; pCIP destab: 0; UBC9 SUMO inh: 9; DNA FID counter: 1; IDE cell inh: 1

Assay outcomes as filed in PubChem BioAssay.
